HEK293 tox: Cytotoxic Profiling in HEK 293 Cell Line of Diverse Libraries Using Quantitative High-Throughput Screening; HEK 293 viability, ATP luminescence (CellTiter-Glo), 48-72 h; Potency, µM (series often up to 115 µM), without a hit: at the top dose activity change, negative = cytotoxicity, usual class: inhibitors; actives 6.6% (n = 94,000); AID 1345083, 2018; further: potency means the concentration at half of the fitted maximal effect; nearly all actives have a fitted effect of over 60% in size
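Pintool-delivered compounds were incubated with HEK 293 cells (250 cells/well) at 37 degree Celsius for 48 or 72 hr. ATP-dependent luminescence (CellTiter-Glo) then reported remaining viable cells.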
IP6K1 inh: Primary qHTS assay for small molecule inhibitors of Inositol hexaphosphate kinase 1 (IP6K1). Inositol hexakisphosphate kinase 1 (Homo sapiens), Q92551. IP6K1 kinase, ADP-Glo luminescence, 2 h; active compounds read low. activity change, % (series mostly up to about 58 µM). actives 0.81% (n = 140,000). AID 1645851, 2021; in the data active means activity change below about -25%
Target sequence (Q92551 whole entry, looked up): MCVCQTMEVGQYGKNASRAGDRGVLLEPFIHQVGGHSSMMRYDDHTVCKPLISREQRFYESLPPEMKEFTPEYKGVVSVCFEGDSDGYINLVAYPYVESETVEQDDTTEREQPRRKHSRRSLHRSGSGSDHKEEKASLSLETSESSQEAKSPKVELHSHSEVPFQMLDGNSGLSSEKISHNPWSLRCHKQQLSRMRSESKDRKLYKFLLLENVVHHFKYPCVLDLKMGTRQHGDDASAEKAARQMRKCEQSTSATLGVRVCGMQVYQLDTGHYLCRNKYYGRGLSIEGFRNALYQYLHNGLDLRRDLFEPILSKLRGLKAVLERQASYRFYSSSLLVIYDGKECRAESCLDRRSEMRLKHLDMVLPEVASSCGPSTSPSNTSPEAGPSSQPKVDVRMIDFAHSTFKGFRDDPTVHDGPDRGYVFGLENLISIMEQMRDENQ
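ADP-Glo luminescence measures ADP made by human IP6K1 during a 2 h RT reaction with ATP/IP6 (mix at 1.3 mM/130 uM); top library doses 57.5 and 19.1 uM final.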
3T3 cytotox: Cytotoxic Profiling in NIH 3T3 Cell Line of Diverse Libraries Using Quantitative High-Throughput Screening; Potency, µM (series often up to 96.7 µM), for the others: top-dose activity change, negative = cytotoxicity, actives largely listed as inhibitors; NIH 3T3 viability, CellTiter-Glo ATP luminescence, 48-72 h; actives 4.3% (n = 94,000); further: potency means the concentration at half of the fitted maximal effect; nearly all actives have a fitted effect of over 55% in size
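ATP-dependent luminescence (CellTiter-Glo) served as the viability signal for NIH 3T3 cells treated with compound for 48 or 72 hr at 37 °C.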
SNCA expr inhib: Primary qHTS assay for inhibitors of alpha-synuclein gene (SNCA) expression; Potency, µM (series often up to 57.2 µM), for the others: top-dose activity change, negative = inhibition, actives largely listed as inhibitors; actives 0.17% (n = 140,000); HEK-293 SNCA-luciferase knock-in, luminescence, 24 h;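 further: potency means the concentration at half of the fitted maximal effect; plate controls were DMSO cells for no effect and cell-free wells for full effect; nearly all actives have a fitted effect of over 45% in size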
GPT2 inh: Primary qHTS assay for inhibitors of Glutamate pyruvate transaminase 2 (GPT2); Recombinant GPT2, coupled pyruvate oxidase/HRP Amplex Red fluorescence; actives 0.25% (n = 100,000); Potency, µM (titrated, usually from 57.7 µM), inactives show at the highest dose activity change, negative = inhibition, hits mostly inhibitors; further: potency means the concentration at half of the fitted maximal effect; nearly all actives have a fitted effect of over 60% in size; many of its hits are not listed in these tables
Target sequence (Q8TD30 whole entry, looked up): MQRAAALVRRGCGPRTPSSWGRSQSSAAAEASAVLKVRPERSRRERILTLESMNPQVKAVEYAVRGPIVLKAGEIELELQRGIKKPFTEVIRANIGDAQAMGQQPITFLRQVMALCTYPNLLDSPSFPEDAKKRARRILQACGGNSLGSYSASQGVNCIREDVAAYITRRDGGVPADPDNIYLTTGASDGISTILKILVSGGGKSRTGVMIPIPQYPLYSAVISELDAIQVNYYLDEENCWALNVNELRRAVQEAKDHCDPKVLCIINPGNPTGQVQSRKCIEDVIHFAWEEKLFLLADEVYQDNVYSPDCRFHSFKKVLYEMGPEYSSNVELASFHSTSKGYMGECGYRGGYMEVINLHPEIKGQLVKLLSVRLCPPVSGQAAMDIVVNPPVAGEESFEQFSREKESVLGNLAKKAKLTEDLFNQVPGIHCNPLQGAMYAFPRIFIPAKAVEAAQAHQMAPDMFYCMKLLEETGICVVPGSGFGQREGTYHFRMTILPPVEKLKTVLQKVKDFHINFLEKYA
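Inhibition is scored from Amplex Red fluorescence generated when pyruvate oxidase and HRP act on pyruvate released by GPT2. Reactions contain 10ng/uL enzyme, 250uM a-KG and 2mM L-alanine and run 30 min at room temperature.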
FLuc inh: Firefly luciferase inhibition profiling of diverse chemical library using quantitative high-throughput screening | actives 2.5% (n = 76,000) | Potency, µM (top dose mostly 115 µM), without a hit: at the top dose activity change, negative = inhibition, usual class: inhibitors | purified P. pyralis luciferase, luminescence, biochemical | Luciferin 4-monooxygenase (Photinus pyralis), P08659; further: potency means the concentration at half of the fitted maximal effect; nearly all actives have a fitted effect of over 65% in size
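Purified P. pyralis luciferase (10nM final) in 50mM Tris acetate pH 7.5, 10mM Mg acetate, 0.01% Tween-20, 0.05% BSA with 10uM D-luciferin and 10uM ATP. Compounds titrated qHTS. Luminescence imaged on CCD.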
HEK293 viab: GF-AFC viability counterscreen for inhibitors of alpha-synuclein gene (SNCA) expression; Potency, µM (titrated, usually from 57.1 µM), for inactives: at the highest dose activity change, negative = cytotoxicity, most hits filed as cytotoxic; HEK-293-SNCA-luc viability, GF-AFC fluorescence, 24 h; actives 0.12% (n = 150,000); AID 1671193, 2021;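 further: potency means the concentration at half of the fitted maximal effect; 0% = DMSO-treated cells and -100% = medium-only wells without cells; nearly all actives have a fitted effect of over 30% in size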
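Cytotoxicity counterscreen: after 24 h compound treatment of genome-edited SNCA-luciferase HEK-293 cells, live-cell protease substrate GF-AFC read by fluorescence after 30 min; activity scaled between DMSO (0%) and medium-only (-100%), curves Hill-fitted.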
* marks the source's active call; other numbers are inactive results; i = inactive; ? = inconclusive; . = not tested or not shown; [ ] = another dose, or the depositor's remark. Unless noted, the call rests on the fitted dose curve; in most records, active means well fitted curve in the direction sought with a large enough effect; inconclusive means small, poorly fitted or top-dose-only effect, or another doubt; inactive means no such curve, though single readings can be large; an effect the other way counts as inactive or inconclusive. Unless noted, on the % scale 0 is the no-effect control and ±100 the full control effect. A portion of the library (hit frequency here may not be typical).

Values run as follows: HEK293 tox, IP6K1 inh, 3T3 cytotox, SNCA expr inhib, GPT2 inh, FLuc inh, HEK293 viab
1	CCn1ccc2cc(S(=O)(=O)N3CCCN(C(=O)Nc4ccccc4C(F)(F)F)CC3)ccc21
→ ., 22, ., 10%, ., ., 14%
2	O=C(c1ccccc1)N1CCC(Oc2cccc(F)c2)C1 (stereo not given)
→ ?, 7, -25%, 1%, ?, -44%, 0%
3	O=C(c1ccccc1F)N1CCCC(C(=O)N2CCCC(c3nc4ncccc4[nH]3)C2)C1 (stereo not given)
→ -19%, 25, -15%, 1%, i, ., -1%
4	O=[S+]([O-])(c1ccccc1)N1CC(Oc2ccc3c(c2)OCO3)C1
→ -28%, -7, -22%, 22%, 3%, ., 9%
5	O=C(Nc1ccc2oc(-c3ccc4ccccc4c3)nc2c1)c1cccc(Cl)c1Cl
→ ., 15, ., 85%[activator], ., ., 3%
6	Cc1ccc(S(=O)(=O)c2cn(C)c3cc(N4CCOCC4)c(F)cc3c2=O)c(C)c1
→ ., 21, ., 29%, ., ., 2%
7	O=C(c1ccccc1Cl)N1CCc2nc(C3CC3)nc(-c3ccc(O)cc3)c2C1
→ ?, -7, ?, 13%, 5%, ., -2%
8	CC1=NOC2(CCCN(C(=O)Cc3ccccc3)C2)C1 (stereo not given)
→ 3%[172 µM], 0, i, 21%[87.6 µM], i, ., 11%[87.6 µM]
9	CC(C)CCNC(=O)C1Cn2cccc2C(=O)N1CC(C)C (stereo not given)
→ 4%, 25, -7%, 0%, i, -1%, 10%
10	Cc1nnc2ccc(N3CCCN(C(=O)c4ccc(Cl)nc4)CC3)nn12
→ -7%, -3, -1%, ., ., ., .
11	O=c1c2c(n(Cc3cccnc3)n1-c1ccccc1)CN(CC1CCOC1)CC2 (stereo not given)
→ 2%[172 µM], 9, ?, -12%[87.6 µM], -6%[88.5 µM], -3%[172 µM], 6%[87.6 µM]
12	CC(C)NC(=O)Cc1ccc(N(Cc2ccc(F)cc2)C(=O)c2ccco2)cc1
→ -15%, -4, -15%, -18%, ?, 4%, -4%
13	O=C(NCc1cccc(F)c1)C1CC(c2ccccc2)CN(C(=O)c2ccc(F)cc2)C1 (stereo not given)
→ ?, -3, ?, 0%, -9%, 3%, 5%
14	CC(C)Cn1c(=O)c(C(=O)N2CCN(C(=O)C3CCCC3)CC2)nc2cccnc21
→ i, -7, -5%, -26%, i, ., -2%
15	Cc1ccc(Cl)cc1N1CCN(C(=O)Cn2cnc3onc(-c4ccc(F)cc4)c3c2=O)CC1
→ ., 8, ., -4%, ., ., 4%
16	CNC(=O)N1CCCC1c1nc(C2CN(C(=O)c3cnccn3)C2)no1 (stereo not given)
→ 3%, 3, i, -13%, i, -4%, 14%[12.5 µM]
17	Cc1ccc(-c2noc([C@@H]3C[C@H](NS(=O)(=O)c4ccc(Cl)cc4)CN3C)n2)cc1
→ 79µM*, 7, ?, 38%[activator][87.6 µM], 1%[88.5 µM], 22µM*, -13%[87.6 µM]
18	CCc1cccc(NC(=O)CCn2ccn3nc4c(c3c2=O)CCCC4)c1
→ -8%, 24, -4%, -9%, i, -5%, -7%
19	CCN1C(=O)COC[C@@H]1[C@H](O)c1ccc(NC(=O)c2ccnc(Cl)c2)cc1
→ ?, -5, ?, ?, 1%[88.5 µM], -4%[172 µM], 1%[87.6 µM]
20	CCOc1cc(CNC(=O)CN2CCSc3ccccc32)cc(OCC)c1OCC
→ ., -2, ., -3%, ., ., -1%
21	CCS(=O)(=O)N1CCCCC(NC(=O)c2scc3c2OCCO3)C1 (stereo not given)
→ ?, 5, ?, ?, i[11.5 µM], -18%, -21%
22	COc1ccc2occ(CC(=O)Nc3ccc(S(=O)(=O)Nc4nccc(C)n4)cc3)c2c1
→ ., 8, ., 30%[activator], ., ., -3%
23	CC(Oc1ccccc1)C(=O)Nc1ccc(C(=O)OCc2cc(=O)n3nc(C(C)C)sc3n2)cc1 (stereo not given)
→ ., 1, ., 28%, ., ., 3%
24	COc1ccc(C(=O)N[C@@H]2CCC[C@@H]2C(=O)N2CCN(c3ccc(Cl)cc3)CC2)cc1
→ ?, 12, -29%, ?, i, 5%, ?
25	O=C(c1ccccc1)N1CCCC2(C1)Nc1cccnc1NC2=NCc1ccccc1 (stereo not given)
→ -3%, 0, -13%, 3%, i, 1%, -6%
26	COc1ccc2cc(C(=O)N3CCC4(CC3)CC(c3nc(C)no3)N(C)C4)[nH]c2c1 (stereo not given)
→ ?, -7, -26%, 14%, -1%, 0%, -2%
27	N#Cc1c(C(F)(F)F)cc(-c2cccs2)nc1SCC(=O)Nc1ccccc1F
→ ., 1, ., 19%, ., ., 9%
28	Cc1ccc(NC(=O)/C(C#N)=C/c2ccc(C)o2)cc1
→ ., -3, ., -4%, ., ., 1%
29	CC(=O)N1CCN(C(=O)c2cc(-c3cc(Cl)cc(Cl)c3)c3nncn3n2)CC1
→ 0%, -3, -16%, -11%, i, ., 13%
30	CN(C)c1ccc(CN2CCCC3(CC(c4ccccn4)=NO3)C2)cc1 (stereo not given)
→ -2%, -11, -21%, 28%, -7%, ., -9%
31	Cc1ccc(C2Cn3nnc(C(=O)NCc4ccccc4C)c3CO2)cc1 (stereo not given)
→ ?, -10, -17%, 0%, i, -12%, 4%
32	CCNC(=O)CCCC=CC[C@@H]1[C@H](C=CC(O)CCc2ccccc2)[C@@H](O)C[C@@H]1O (stereo not given in full)
→ ., ., ., -2%, -3%, ., 6%
33	O=C(NCc1ccccn1)c1ccc2nnc(-c3cc(C(F)(F)F)cc(C(F)(F)F)c3)n2c1
→ ?, 8, -23%, -17%, -13%, ., 0%
34	CCOc1cccc2cc(-c3nc(-c4ccccc4C)no3)c(=O)oc12
→ ., 36, ., 8%, ., ., -1%
35	CC1CCC23COC(=O)C2=CC(O)CC3C1(C)CCC1=CC(O)OC1=O (stereo not given)
→ ., 2, ., ., -13%[27.3 µM], ., -11%
36	COc1ccc(-c2oc3ncn4nc(-c5ccccc5OC)nc4c3c2-c2ccc(OC)cc2)cc1
→ ., -6, ., 3%, ., ., 3%
37	C[C@@H]1O[C@@H](O[C@H]2[C@H](O[C@H]3[C@H](O[C@H]4CC[C@@]5(C)C(CC[C@]6(C)C5CC=C5[C@@H]7CC(C)(C)C[C@@H](O)[C@]7(C)CC[C@]56C)C4(C)C)O[C@H](C(=O)O)[C@@H](O)[C@@H]3O)O[C@H](C(=O)O)[C@H](O)[C@@H]2O)[C@H](O)[C@H](O)[C@H]1O (stereo not given in full)
→ ., 5, ., ., ?, ., -3%[12.5 µM]
38	O=C(N[C@@H]1CCN(C(=O)c2n[nH]c3ccccc23)C[C@H]1O)c1cccnc1
→ -15%, 5, -8%, -8%, -28%, 4%, 0%
39	CCOc1ccc(CNC(=O)c2ccc3c(c2)nc2n3CCOC2)cc1
→ ., 3, ., 109%[activator], ., ., 9%
40	C=CCNC(=O)N[C@H]1[C@H](O)[C@@H](N2CCN(c3ccccc3OC)CC2)[C@@H]2OC[C@H]1O2
→ 4%[172 µM], 12, -2%[138 µM], -17%[87.6 µM], 4%[88.5 µM], 0%[172 µM], 3%[87.6 µM]
41	Cn1ncc2c(-c3ccc([S+](C)(=O)[O-])cc3)cc(C(=O)N3CCN(c4ncccn4)CC3)nc21
→ 4%, -3, -1%, 1%, i, ., 2%
42	O=C1NC2(CCN(C(=O)c3ccccc3F)C2)N=C1c1cccnc1 (stereo not given)
→ -19%, -7, -11%, 0%, 0%, -6%, 6%
43	Cc1ccc(NC(=O)C2CCCN2S(=O)(=O)c2cccc3nsnc23)c(C)c1 (stereo not given)
→ ., -8, ., 65%[activator], ., ., -5%
44	CC(=O)N1CCC(C(=O)N2[C@@H]3CC[C@H]2CC(NC(=O)c2ccc(F)cc2)C3)CC1 (stereo not given in full)
→ -15%, -2, -13%, -2%, -3%, -3%, 6%
45	COc1ccccc1CNC(=O)c1ccc(N2CCCC2)c(NC(=O)NCCC(C)C)c1
→ ., -16, ., -7%, ., ., -3%
46	Cc1ccc(Cl)c(Nc2ccccc2C(=O)O)c1Cl
→ ., -11, ., 2%, -6%, ., -2%
47	O=C(NCc1ccc(F)cc1)C1CCCN(Cc2cccc(-c3cccs3)c2)C1 (stereo not given)
→ 40µM*, -5, ?, -23%, -12%, ., -9%
48	O=C(NC1CC1)[C@H]1O[C@H](CCN2CCN(Cc3ccccc3)CC2)CC[C@@H]1O
→ -6%[172 µM], 13, i, 16%[87.6 µM], i, -8%[172 µM], 3%[87.6 µM]

Sorted by formula weight (ascending): some entries from above.
Values run as follows: HEK293 tox, IP6K1 inh, 3T3 cytotox, SNCA expr inhib, GPT2 inh, FLuc inh, HEK293 viab
46	Cc1ccc(Cl)c(Nc2ccccc2C(=O)O)c1Cl
→ ., -11, ., 2%, -6%, ., -2%
35	CC1CCC23COC(=O)C2=CC(O)CC3C1(C)CCC1=CC(O)OC1=O (stereo not given)
→ ., 2, ., ., -13%[27.3 µM], ., -11%
38	O=C(N[C@@H]1CCN(C(=O)c2n[nH]c3ccccc23)C[C@H]1O)c1cccnc1
→ -15%, 5, -8%, -8%, -28%, 4%, 0%
44	CC(=O)N1CCC(C(=O)N2[C@@H]3CC[C@H]2CC(NC(=O)c2ccc(F)cc2)C3)CC1 (stereo not given in full)
→ -15%, -2, -13%, -2%, -3%, -3%, 6%
47	O=C(NCc1ccc(F)cc1)C1CCCN(Cc2cccc(-c3cccs3)c2)C1 (stereo not given)
→ 40µM*, -5, ?, -23%, -12%, ., -9%
32	CCNC(=O)CCCC=CC[C@@H]1[C@H](C=CC(O)CCc2ccccc2)[C@@H](O)C[C@@H]1O (stereo not given in full)
→ ., ., ., -2%, -3%, ., 6%
37	C[C@@H]1O[C@@H](O[C@H]2[C@H](O[C@H]3[C@H](O[C@H]4CC[C@@]5(C)C(CC[C@]6(C)C5CC=C5[C@@H]7CC(C)(C)C[C@@H](O)[C@]7(C)CC[C@]56C)C4(C)C)O[C@H](C(=O)O)[C@@H](O)[C@@H]3O)O[C@H](C(=O)O)[C@H](O)[C@@H]2O)[C@H](O)[C@H](O)[C@H]1O (stereo not given in full)
→ ., 5, ., ., ?, ., -3%[12.5 µM]
